Bioassay records: PubChem, several laboratories
C8 TRAIL sens: viability loss with TRAIL in NB7+C8 cells, primary screen, TRAIL sensitizer project, cell-based, ATPlite luminescence; hit rate 1% among 360,000; inhibition (viability loss, TRAIL sensitization), % at 10 µM; AID 624354, 2012;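 active = compounds causing at least 50% loss of cell viability in the single-dose screen, relative to plate controls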
SRC3 inh: SRC3 coactivator transcriptional activity inhibitors, primary screen, cell-based, luminescence; Nuclear receptor coactivator 3 (Homo sapiens), Q9Y6Q9; HEK293 GAL4-SRC3 luciferase reporter; inhibition, % at 3.6 µM; hit rate 0.17% among 360,000;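 active = inhibition above a per-campaign cutoff, the mean of all compounds plus 3 SD, cut at about 60% in these data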;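 also: 0% = DMSO-treated cells and 100% = gossypol-treated cells at 36 µM; higher means less SRC3-driven luciferase light from the GAL4 reporter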
TLR9-MyD88 inh: inhibitors of TLR9-MyD88 association in cells, primary screen, cell-based, CHO, BLA complementation, fluorescence; inhibition, % at 4.98 µM; CCF4 FRET ratio; Toll-like receptor 9 (Homo sapiens) + Myeloid differentiation primary response protein …; hit rate 0.21% among 340,000; AID 504734, 2011;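 active = inhibition above the mean over all tested compounds plus 3 SD, cut at about 21% in these data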;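 also: 0% = DMSO only wells and 100% = clavulanate BLA inhibitor control wells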
NR2F2 inh: NR2F2 transcriptional activity inhibitors, primary screen, cell-based, luciferase reporter, HEK293T, luminescence; HEK293T NGFI-A luciferase reporter; inhibition, % at 8.6 µM; hit rate 0.7% among 370,000;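 active = inhibition above a per-plate cutoff, mean inhibition of test wells between control levels plus 3 SD, cut at about 38% in these data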;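 also: cells cotransfected with COUP-TFII expression vector driving the NGFI-A reporter; 0% = median of COUP-TF2 test wells and 100% = reporter-only cells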
Vif imaging: HIV Vif self-association inhibitors, primary screen, imaging, HEK293T, single point | HEK293T cells, Vif self-association by quenched fluorescence, 24 h | inhibition, % at 7.49 µM | hit rate 0.35% among 340,000 | AID 602346, 2012; in the data active = inhibition above about 50%, passing the limit was not always enough; also: some results filed as inactive read as strong as hits
EBV LMP1 NFkB: EBV LMP1-driven NF-kappaB luciferase reporter inhibitors, primary screen, cell-based, luminescence, single point. inhibition, % at 12.5 µM. LMP1-induced NF-kappaB luciferase reporter cells. hit rate 0.69% among 350,000. AID 504558, 2011; in the data active = inhibition above about 41%;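 also: 0% = neutral control wells and 100% = reference inhibitor control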
SRC1 inh: SRC1 coactivator transcriptional activity inhibitors, primary screen, cell-based, luminescence; Nuclear receptor coactivator 1 (Homo sapiens), Q15788; HEK293 GAL4-SRC1 luciferase reporter; inhibition, % at 3.6 µM; hit rate 0.12% among 360,000; AID 588354, 2011;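 active = inhibition above the campaign mean plus 3 SD, with each screening campaign given its own cutoff, cut at about 60% in these data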;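 also: 0% = DMSO treated cells and 100% = gossypol at 36 µM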
TROY NFkB inh: inhibitors of TROY-driven NF-kB signaling, primary screen, Q293 LMP1-TROYcd cells, NF-kB luciferase, uHTS. Q293 LMP1-TROYcd NF-kB luciferase reporter, 4 h. hit rate 0.98% among 360,000. inhibition, % at 10 µM. AID 1347056, 2019;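 active = compounds whose plate-normalised and pattern-corrected inhibition of the luciferase reporter signal at the single screening dose is 50% or more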
NCOA2 inhibitor: inhibition of GAL4-SRC2 driven luciferase reporter, primary screen, SRC2 inhibitor project, cell-based, luminescence. hit rate 0.17% among 370,000. AID 651957, 2012. inhibition, % at 9 µM. Nuclear receptor coactivator 2 (Homo sapiens), Q15596. HEK293 GAL4-SRC2 luciferase reporter;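 active = inhibition above the mean inhibition of all tested compounds plus 3 SD, set per campaign, cut at about 52% in these data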;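 also: 0% = DMSO treated cells and 100% = cells given Gossypol at 36 µM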
Target sequence (Q15596 whole entry, looked up, the tested form may be a part): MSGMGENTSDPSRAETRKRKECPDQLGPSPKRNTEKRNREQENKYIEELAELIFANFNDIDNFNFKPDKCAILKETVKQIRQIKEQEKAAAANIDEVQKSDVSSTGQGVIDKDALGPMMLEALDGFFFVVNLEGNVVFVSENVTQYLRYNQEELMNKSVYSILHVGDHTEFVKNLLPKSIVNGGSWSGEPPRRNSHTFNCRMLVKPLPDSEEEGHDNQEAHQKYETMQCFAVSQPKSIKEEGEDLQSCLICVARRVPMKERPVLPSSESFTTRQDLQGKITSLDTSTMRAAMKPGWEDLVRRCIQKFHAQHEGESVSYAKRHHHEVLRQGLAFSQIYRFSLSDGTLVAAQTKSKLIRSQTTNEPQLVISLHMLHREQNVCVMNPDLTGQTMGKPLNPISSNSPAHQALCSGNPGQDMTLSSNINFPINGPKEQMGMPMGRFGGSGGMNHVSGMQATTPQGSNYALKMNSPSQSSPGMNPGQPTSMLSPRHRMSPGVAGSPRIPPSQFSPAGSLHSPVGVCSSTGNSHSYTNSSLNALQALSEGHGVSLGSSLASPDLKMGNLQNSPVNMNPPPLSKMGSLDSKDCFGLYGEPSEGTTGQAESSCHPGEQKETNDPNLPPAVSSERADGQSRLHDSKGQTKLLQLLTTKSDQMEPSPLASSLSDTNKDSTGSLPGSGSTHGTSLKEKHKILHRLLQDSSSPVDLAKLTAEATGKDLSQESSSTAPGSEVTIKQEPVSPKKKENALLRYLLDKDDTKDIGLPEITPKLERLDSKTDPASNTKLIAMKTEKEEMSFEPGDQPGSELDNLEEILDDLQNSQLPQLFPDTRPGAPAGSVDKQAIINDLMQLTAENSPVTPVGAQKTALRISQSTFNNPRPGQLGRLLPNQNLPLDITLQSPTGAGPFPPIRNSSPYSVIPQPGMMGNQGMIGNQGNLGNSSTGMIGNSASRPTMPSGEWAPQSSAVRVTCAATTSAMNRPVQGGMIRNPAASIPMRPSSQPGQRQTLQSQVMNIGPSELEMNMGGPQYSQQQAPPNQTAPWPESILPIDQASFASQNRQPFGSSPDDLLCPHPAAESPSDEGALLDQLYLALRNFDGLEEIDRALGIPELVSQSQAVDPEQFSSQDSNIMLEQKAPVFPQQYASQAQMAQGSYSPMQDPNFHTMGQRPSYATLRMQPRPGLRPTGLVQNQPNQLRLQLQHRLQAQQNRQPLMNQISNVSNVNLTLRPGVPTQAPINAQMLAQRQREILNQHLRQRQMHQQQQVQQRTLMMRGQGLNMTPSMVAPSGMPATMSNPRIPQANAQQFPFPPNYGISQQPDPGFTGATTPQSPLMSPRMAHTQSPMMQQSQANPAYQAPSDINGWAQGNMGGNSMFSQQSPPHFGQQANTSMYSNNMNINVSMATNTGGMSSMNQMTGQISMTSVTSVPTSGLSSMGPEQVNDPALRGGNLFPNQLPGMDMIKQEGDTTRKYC
NOD2 RIPK2 PPI: NOD2-RIPK2 binding disruptors in cells, primary screen, fluorescence, CHO cells, BLA complementation; Receptor-interacting serine/threonine-protein kinase 2 (Homo sapiens), O43353; CCF4 ratio; inhibition, % at 4.98 µM; hit rate 0.38% among 360,000; in the data active = inhibition above about 21%;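 also: 0% = vehicle only and 100% = reference blocker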
LRH-1 inv ag: LRH-1 (NR5A2) inverse agonists, primary screen, cell-based, luminescence, HEK293T, StAR-luciferase reporter; Nuclear receptor subfamily 5 group A member 2 (Homo sapiens), O00482; LRH-1 transfected, 24 h; inhibition, % at 3.6 µM; hit rate 0.13% among 360,000; AID 602396, 2012;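 active = inhibition above the mean inhibition of all tested compounds plus 3 SD, cut at about 73% in these data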;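 also: 0% = DMSO wells and 100% = reporter-only cells lacking LRH-1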
* = called active by the depositor; x = not tested or not shown. A portion of the library (hit frequency here may not be typical).

(1) N=c1c(C(=O)NCc2ccco2)cc2c(=O)n3ccccc3nc2n1C1CCCC1
(2) COc1ccc(N(C)S(=O)(=O)c2cccc(C(=O)N(C)Cc3ccc(C)o3)c2)cc1
(3) CCN(CC)C(=S)NC(=O)c1cccnc1
(4) Cc1ccc(OCC(=O)NC2CCS(=O)(=O)C2)c(C)c1 (stereo not drawn)
(5) COc1ccc(C)c(-n2c(N)cc(=O)n(Cc3ccccc3)c2=O)c1
(6) O=C(NNC(=O)c1ccccc1F)c1ccc(-c2ccc(Cl)cc2)o1
(7) N[C@H](CSCc1ccccc1)C(=O)Nc1ccc([N+](=O)[O-])cc1
(8) CNc1cccc(-c2cccc(O)c2)n1

screen / no.	1	2	3	4	5	6	7	8
C8 TRAIL sens	3	-1	-4	-15	-3	1	-1	6
SRC3 inh	-10	13	3	10	13	-4	-7	-67
TLR9-MyD88 inh	2	-12	-2	-11	6	9	4	x
NR2F2 inh	-15	-6	-6	-2	18	19	-10	-26
Vif imaging	-8	-2	-2	1	-11	26	-3	-2
EBV LMP1 NFkB	9	-12	-7	-2	4	-19	-4	x
SRC1 inh	-55	-9	-10	-1	5	4	8	-67
TROY NFkB inh	-19	-2	18	24	-5	-9	-6	-55
NCOA2 inhibitor	-26	-38	13	-14	5	-47	-7	-51
NOD2 RIPK2 PPI	0	-8	-11	-9	-3	-5	-3	-12
LRH-1 inv ag	-28	2	4	-19	9	-5	-21	-112

(9) COC(=O)c1ccccc1S(=O)(=O)N1CCC(C(=O)OC(C)C(=O)Nc2ccccc2OC)CC1 (stereo not drawn)
(10) COc1ccc(O)cc1CN1CCN(c2ncc(Cc3ccccc3)cn2)CC1
(11) C[C@@H](C(=O)Nc1nc(-c2ccccn2)cs1)N1C(=O)C2CCCCC2C1=O (stereo partly drawn)
(12) CC1=NN(c2ccccc2C(=O)O)C(=O)C1N=Nc1ccccc1 (stereo not drawn)
(13) O=C1CCCN1CCC(=O)N1CCCC(Nc2ccc(F)cc2)C1 (stereo not drawn)
(14) CCCn1c(N)c(N(CCOC)C(=O)c2cccc(C(F)(F)F)c2)c(=O)[nH]c1=O
(15) COc1cccc(C(O)c2nc(-c3cccc(C#N)c3)cs2)c1 (stereo not drawn)
(16) O=C(c1ccc(F)cc1)C1CCN(C(=O)c2ccc(Cl)cc2)CC1

screen / no.	9	10	11	12	13	14	15	16
C8 TRAIL sens	17	-9	-1	2	-13	-4	-6	1
SRC3 inh	4	x	-22	-49	15	8	-16	2
TLR9-MyD88 inh	-7	x	3	-9	0	1	x	3
NR2F2 inh	-4	-6	22	14	-9	5	0	-13
Vif imaging	-3	x	x	37	9	-7	1	-10
EBV LMP1 NFkB	1	x	-3	31	-4	-4	x	16
SRC1 inh	-61	x	-8	-12	-11	5	2	-6
TROY NFkB inh	-4	x	13	12	-24	-3	0	22
NCOA2 inhibitor	2	6	12	-24	-29	-19	6	-9
NOD2 RIPK2 PPI	-12	-12	-2	-11	-4	-7	-2	4
LRH-1 inv ag	-15	8	1	14	-2	25	-6	11

(17) COc1ccc(C(C(=O)NC(C)(C)C)N(Cc2cccs2)C(=O)CCC(=O)Nc2cc(C)on2)cc1 (stereo not drawn)
(18) Cc1nnsc1C(=O)N/N=C/c1ccccc1Cl
(19) COCCN1C(=O)/C(=C2/C(=O)N(CC(=O)Nc3ccccc3Cl)c3ccccc32)SC1=S
(20) CCc1nc2c(OCc3ccc(C#N)cc3)cccn2c1N(C)C(=O)C(C)C
(21) CC(C)CNc1ncnc2c1ncn2[C@H]1CN(Cc2ccc3c(c2)OCO3)C[C@@H](CO)O1
(22) Cc1cccc(C)c1OCC(=O)NNC(=O)Nc1ccc(Cl)cc1
(23) CC(=O)CCc1c(C)[nH]c2ccc(NC(C)=O)cc2c1=O
(24) Cc1ccc(S(=O)(=O)N2CCCOC2CNC(=O)C(=O)NCCC2=CCCCC2)cc1 (stereo not drawn)

screen / no.	17	18	19	20	21	22	23	24
C8 TRAIL sens	-1	7	-14	-6	-6	3	-23	10
SRC3 inh	6	9	13	0	16	11	9	19
TLR9-MyD88 inh	-4	-7	6	x	x	16	12	2
NR2F2 inh	8	-3	2	0	13	12	-5	3
Vif imaging	-8	-3	28	x	-8	0	7	-2
EBV LMP1 NFkB	-4	-3	11	x	x	1	-1	-8
SRC1 inh	2	-5	-10	-8	11	-32	2	-23
TROY NFkB inh	0	-38	-11	12	15	-23	-3	-1
NCOA2 inhibitor	-18	12	-34	8	-14	2	5	8
NOD2 RIPK2 PPI	5	-17	-1	-13	3	4	4	-1
LRH-1 inv ag	13	17	8	24	-9	17	16	31

(25) Cc1cccc(NC2(C(F)(F)F)N=C(c3ccccc3)NC2=O)n1 (stereo not drawn)
(26) CN(C)c1ccc(/C=C(\NC(=O)c2ccccc2)C(=O)NCc2ccncc2)cc1
(27) CSc1n[nH]c(NC2=CC(=O)CCC2)n1
(28) Cc1ccc(-c2nc3c(c(=O)c4ccccc4n3C)c(=O)n2Cc2ccco2)cc1
(29) COc1ccc(-c2nsc3c(SCc4ccccc4)ncnc23)cc1
(30) OC(COCc1cccs1)CN1CCN(c2cccc(C(F)(F)F)c2)CC1 (stereo not drawn)
(31) CN(C)S(=O)(=O)c1cccc(NC(=O)COC(=O)/C=C/c2ccc([N+](=O)[O-])cc2)c1
(32) CCC(NC(=O)c1cc(COc2cncc(Cl)c2)on1)c1ccc(C)cc1 (stereo not drawn)

screen / no.	25	26	27	28	29	30	31	32
C8 TRAIL sens	-11	2	2	1	-5	-2	-2	-6
SRC3 inh	-3	16	-4	16	2	-4	16	24
TLR9-MyD88 inh	1	4	8	-4	2	1	8	1
NR2F2 inh	x	22	8	6	-2	10	16	-1
Vif imaging	9	3	59*	-4	-5	3	6	-2
EBV LMP1 NFkB	7	-2	-8	4	-13	3	-6	6
SRC1 inh	6	18	-18	3	-10	0	12	19
TROY NFkB inh	9	-13	-9	-24	-20	6	11	26
NCOA2 inhibitor	x	0	-16	-9	-52	16	9	-15
NOD2 RIPK2 PPI	-12	-1	12	1	3	-7	8	4
LRH-1 inv ag	-8	-12	-1	-16	-16	0	4	-8

(33) O=c1[nH]cc(S(=O)(=O)N2CCCc3ccccc32)c(=O)[nH]1
(34) COc1cccc(C(=O)N/N=C2/SCC(=O)N2CCc2ccc(OC)c(OC)c2)c1
(35) COc1ccccc1Oc1ccc2c(c1)C(=O)N(c1ccccc1)C2=O
(36) O=S(=O)(CCNC1CC1)NC1CCCCC1
(37) O=C(CCc1nc2ccccc2c(=O)[nH]1)NCc1ccco1
(38) CCN1C(=O)c2cccc3c(S(=O)(=O)NC(Cc4c[nH]c5ccccc45)C(=O)O)ccc1c23 (stereo not drawn)
(39) Cc1ccc(C)c(OCC(O)CNC2CCCC2)c1 (stereo not drawn)
(40) OCCC1CN(Cc2cc(F)ccc2-n2cccn2)CCN1C1CCCC1 (stereo not drawn)
(41) O=C(Nc1ccc(N2CCOCC2)cc1)c1ccccc1SCC(=O)N1CCCC1

screen / no.	33	34	35	36	37	38	39	40	41
C8 TRAIL sens	8	-1	21	-10	-7	11	-1	23	-11
SRC3 inh	-6	-4	4	-23	1	5	12	7	17
TLR9-MyD88 inh	-7	0	4	-10	-1	5	-3	-12	-6
NR2F2 inh	-8	-6	11	-8	8	4	-3	5	16
Vif imaging	-3	-4	-4	1	x	16	-9	-1	5
EBV LMP1 NFkB	5	-10	7	2	3	-4	0	4	-5
SRC1 inh	6	-5	-12	2	-16	-6	7	-15	7
TROY NFkB inh	8	-12	-15	-3	10	-4	9	8	-14
NCOA2 inhibitor	-23	-21	3	-7	-15	-10	1	18	-5
NOD2 RIPK2 PPI	-14	2	-1	5	-15	-8	-2	1	3
LRH-1 inv ag	12	42	16	-8	7	3	13	4	-5
